Compound activity (PubChem BioAssay)
TSHR antag: human thyrotropin receptor antagonism | P16473 | TSHR-expressing cells, TSH-stimulated cAMP HTRF, 2 h; hits give low values | activity change, negative = inhibition, % at 11.5 µM | hit rate 0.2% among 330,000 | AID 504810;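 active = activity change below a set negative limit, meaning inhibition stronger than a set level, cut at about -70% in these data; inconclusive = activity change between two set negative limits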; note: % is set by controls: 0 for no effect and ±100 for the full control effect
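TSHR-expressing cells, 200/well, pre-treated with compound, then stimulated with EC80 TSH (4nM final) for 2 hours at 37 deg C. cAMP measured by competitive HTRF: anti-cAMP cryptate antibody in lysis buffer plus cAMP-d2, read after 30 minutes at room temperature.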
ELG1 repair inh: inhibitors of ELG1-dependent DNA repair in HEK293T cells | hit rate 2.3% among 330,000 | HEK293T ELG1-luciferase reporter, luminescence, 16 h; DNA damage induced by 5-fluorouridine | AID 504467 | Potency, µM (series often up to 46.1 µM), for the others: at the highest dose activity change, negative = inhibition, usual class: inhibitors; note: potency is the fitted concentration of half-maximal effect; % is set by controls: 0 for no effect and ±100 for the full control effect; nearly all actives have a fitted effect of over 55% in size
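In this reporter screen, reduction of luminescence relative to DMSO vehicle indicated activity. Compounds and 5-fluorouridine were added together to 2,000 cells per well, incubated for 16 hr at 37 °C, then developed with ONE-Glo.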
Integrin act MD: activators of alpha7 integrin expression for muscular dystrophy | alpha7betagal myoblasts, beta-gal FDG fluorescence, 48 h | hit rate 0.064% among 350,000 | Potency, µM (highest dose often 38.3 µM), inactives show at the highest dose activation, most hits filed as activators;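 note: potency is the fitted concentration of half-maximal effect; 100% = response of the positive control SU9516; nearly all actives have a fitted effect of over 60% in size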
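alpha7betagal+/- myoblasts (passage 13, 250/well) treated 48 h at 37C with compounds at 1:260 dilution of DMSO stock. Lysed, then beta-galactosidase activity read as FDG fluorescence (ex 480/em 540) after 30 min, with pre-read for autofluorescence.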
Tb PFK inh: T. brucei PFK enzyme inhibition; O15648; T. brucei PFK, ADP-Glo luminescence; Potency, µM (doses to about 57.5 µM), inactives show top-dose activity, negative = inhibition, usual class: inhibitors; hit rate 0.17% among 330,000; AID 485367;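 note: potency is the fitted concentration of half-maximal effect; 0% = uninhibited 1x PFK enzyme wells and -100% = no-enzyme wells; nearly all actives have a fitted effect of over 60% in size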
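Compounds were pin-transferred as a titration series up to 57 uM into substrate buffer (0.5 mM F6P, 0.1 mM ATP, pH 8.0), then 1.25 nM PFK was added and reactions ran 45 min before ADP-Glo detection.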
ASM inhibitor: human S-ASM enzyme inhibition; P17405; hit rate 0.006% among 340,000; placental ASM, HMU-PC fluorogenic substrate, 60 min; Potency, µM (top dose mostly 57.5 µM), without a hit: at the top dose activity change, negative = inhibition, hits mostly inhibitors; note: potency is the fitted concentration of half-maximal effect
Target sequence (P17405 47-631 limits assumed): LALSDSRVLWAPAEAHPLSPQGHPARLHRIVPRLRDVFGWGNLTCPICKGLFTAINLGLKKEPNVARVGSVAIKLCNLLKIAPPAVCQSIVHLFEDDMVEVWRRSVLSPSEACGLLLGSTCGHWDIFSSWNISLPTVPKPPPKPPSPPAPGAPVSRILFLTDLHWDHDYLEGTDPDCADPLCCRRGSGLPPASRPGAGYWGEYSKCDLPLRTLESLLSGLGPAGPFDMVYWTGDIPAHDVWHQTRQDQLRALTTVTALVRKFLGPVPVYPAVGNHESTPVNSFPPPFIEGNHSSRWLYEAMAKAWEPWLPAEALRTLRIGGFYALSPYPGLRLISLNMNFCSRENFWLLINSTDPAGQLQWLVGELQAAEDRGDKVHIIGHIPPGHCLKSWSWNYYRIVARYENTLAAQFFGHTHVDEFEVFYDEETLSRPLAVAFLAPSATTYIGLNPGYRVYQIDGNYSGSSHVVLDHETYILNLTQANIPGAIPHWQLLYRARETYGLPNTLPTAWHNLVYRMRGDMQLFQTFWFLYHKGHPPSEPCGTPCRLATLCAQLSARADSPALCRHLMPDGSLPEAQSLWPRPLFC
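Human placenta-derived ASM enzyme was preincubated with compound for 10 minutes at room temperature, then given fluorogenic substrate HMU-PC0 (9 uM final) for 60 minutes at 37 °C; a pH 10 stop preceded fluorescence reading at Ex 386/Em 447 nm.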
TCR act: activators of T cell receptors; Potency, µM (titrated, usually from 9.22 µM), inactives show at the top dose activation of IL-2 secretion, most hits filed as activators; 330,000 tested, under 10 active; primary human leukocytes, anti-CD3, IL-2 HTRF, 48 h; AID 504894; note: % of control where 0% means no effect
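IL-2 release read by HTRF sandwich (Eu cryptate donor, d2 acceptor, 665 nm emission) after 48 hr exposure of primary human leukocytes to compound together with anti-CD3 beads in the absence of co-stimulatory signals.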
Chronic BCR inh: chronic active BCR signaling inhibition; AID 493014; Potency, µM (doses to about 46.1 µM), without a hit: top-dose ratio change, negative = lower green/red ratio, most hits filed as inhibitors; hit rate 0.05% among 340,000; ABC-DLBCL IkBa-CBG/CBR reporter, luminescence ratio, 4 h; active = well fitted inhibition curve with a large enough effect in the signal ratio, with a control signal flat, not every such curve was filed as active; inconclusive = small, poorly fitted or top-dose-only effect, or effect the other way, or a change in a side signal; the % refers to the signal ratio;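 note: potency is the fitted concentration of half-maximal effect; plate controls were basal doxycycline-induced cells for no effect and cells given 10 µM MG132 for full effect; MG132 reads +100%, hits lower the ratio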
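Concentration-response series (up to 46 uM) were applied to TMD8 dual-reporter cells for 4 h at 37C with doxycycline. Green/red ratio, after filter-overlap correction, defined %Activity; red signal alone was normalised to basal cells and zero luminescence.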
Mito fusion act: blocks mitochondrial division or promotes mitochondrial fusion; S. cerevisiae fusion-defective mutant growth rescue, CellTiterGlo 48 h; Potency, µM (series often up to 46.1 µM), without a hit: at the highest dose growth rescue (activation), most hits filed as activators; hit rate 0.23% among 320,000;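 note: potency is the fitted concentration of half-maximal effect; % of control where 0% means no effect; nearly all actives have a fitted effect of over 45% in size; temperature-sensitive fusion mutants such as fzo1-1 at 37 °C on non-fermentable ethanol glycerol medium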
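S. cerevisiae fusion-defective temperature-sensitive mutants (e.g. fzo1-1, mgm1-5) grown 48 h at 37C in YPEG (ethanol/glycerol non-fermentable) medium with 23 nl compound per well; growth rescue read as CellTiterGlo luminescence.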
A-T KAP1 phos: candidate therapy for ataxia-telangiectasia. […] A-T fibroblasts, KAP-1 phosphorylation AlphaLISA; neocarzinostatin DNA damage 30 min before lysis. Potency, µM (highest dose often 57.5 µM), for inactives: at the top dose activation, most hits filed as activators. hit rate 0.19% among 320,000. AID 485349; note: potency is the fitted concentration of half-maximal effect; % of control where 0% means no effect; nearly all actives have a fitted effect of over 45% in size
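hTERT-immortalized A-T patient fibroblasts ([…]), 500 cells/well in OPTI-MEM, 1% FBS, got compounds for 60 min, then NCS for 30 min at 37C. Lysates were then assayed for phospho-KAP-1 by AlphaLISA (anti-pKAP1 donor, anti-KAP1 acceptor beads), 6 hr at 25C.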
PTAP TSG101 blk: blocks PTAP/TSG101 interaction to inhibit HIV-1 budding. Fluorescence polarization, FITC-PTAP peptide / Tsg101 binding. Q99816. Potency, µM (doses to about 115 µM), for inactives: at the top dose activity change, negative = inhibition, actives largely listed as inhibitors. 340,000 tested, under 10 active; active = well fitted inhibition curve with a large enough effect in the main read-out, with a control signal flat, not every such curve was filed as active; inconclusive = small, poorly fitted or top-dose-only effect, or effect the other way, or a change in a side signal; inactive = no such curve, though single readings can be large or run the other way; note: potency is the fitted concentration of half-maximal effect; % of control where 0% means no effect
Target sequence (Q99816 whole entry, looked up): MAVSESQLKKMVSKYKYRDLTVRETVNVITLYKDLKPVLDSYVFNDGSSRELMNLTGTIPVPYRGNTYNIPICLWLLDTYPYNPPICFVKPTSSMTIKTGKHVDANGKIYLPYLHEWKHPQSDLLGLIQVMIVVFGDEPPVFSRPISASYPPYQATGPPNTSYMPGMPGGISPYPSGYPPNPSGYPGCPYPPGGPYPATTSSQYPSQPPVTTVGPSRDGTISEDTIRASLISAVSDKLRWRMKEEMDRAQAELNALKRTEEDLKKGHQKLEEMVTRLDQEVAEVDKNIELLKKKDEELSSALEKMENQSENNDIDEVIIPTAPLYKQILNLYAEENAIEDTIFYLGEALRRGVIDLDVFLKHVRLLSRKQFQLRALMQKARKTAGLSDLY
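Fluorescence polarization binding of Tsg101 binding domain (10 uM final) to FITC-labeled PTAP peptide (50 nM final) in HEPES pH 7.5 buffer with NaCl, Tween 20, EDTA, TCEP. Compounds added before peptide; binding 20 min at RT.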
Eya2 inh: blocks the phosphatase activity of human Eya2. Potency, µM (doses to about 76.9 µM), without a hit: at the top dose activity, negative = inhibition, usual class: inhibitors. recombinant Eya2, OMFP fluorescence dephosphorylation (OMFP is methylfluorescein phosphate). AID 488837. hit rate 0.006% among 330,000; note: potency is the fitted concentration of half-maximal effect; % is set by controls: 0 for no effect and ±100 for the full control effect
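Eya2 protein (added as 0.2 uM solution) was preincubated with compound for 10 min at ambient temperature in 50 mM HEPES pH 7.5, 50 mM NaCl, 5 uM MgCl2, 0.05% BSA, 1 mM DTT. OMFP (added at 50 uM) then reacted 10 min; fluorescence read at 485/525 nm.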
Numbers without * were called inactive; ? = inconclusive; . = no result given; [ ] = another dose, or the depositor's remark. Unless noted, calls come from the whole dose curve; as a rule, active = well fitted curve in the direction sought with a large enough effect; inconclusive = small, poorly fitted or top-dose-only effect, or another doubt; inactive = no such curve, though single readings can be large; an effect the other way counts as inactive or inconclusive.

SMILES	TSHR antag	ELG1 repair inh	Integrin act MD	Tb PFK inh	ASM inhibitor	TCR act	Chronic BCR inh	Mito fusion act	A-T KAP1 phos	PTAP TSG101 blk	Eya2 inh
CCN(Cc1ccccc1)S(=O)(=O)c1ccc(C(=O)N(CCCN(C)C)c2nc3c(F)cccc3s2)cc1	0	-6%	?	-1%	-7%	-2%	0%	-1%	-6%	-1%	-4%
CCOC(=O)C1=C(C)NC(C)=C(C(=O)OCC)C1C(=O)OCC(=O)NCCc1ccc(S(N)(=O)=O)cc1	-2	-21%	7%	-10%	166%[activator]	-11%	-7%	-1%	-2%	-1%	14%
O=C(C[n+]1cc(-c2ccc(Br)cc2)n2c1CCCCC2)c1ccccc1	24	-10%	-20%	0%	3%	.	2%	5%[9.22 µM]	-7%	0%	-9%
CCCc1cc(=O)[nH]c(SCC(=O)N(C)Cc2ccccc2)n1	-2	-1%	-23%	0%	4%	-4%	-2%	-3%	-1%	1%	5%
Cc1oc(-c2ccccc2Cl)nc1CS(=O)CC(=O)NCCCN1CC(C)CC(C)C1 (stereo not given)	-8	-3%	-27%	0%	4%	4%	0%	1%	-5%	-6%	-29%
COc1ccc(C(=O)C(C)[n+]2ccc(C)c3ccccc32)cc1[N+](=O)[O-] (stereo not given)	-4	-10%	-1%	1%	-6%	-4%	-3%	1%	-1%	-4%	12%
O=C(Nc1ccc(S(=O)(=O)Nc2ncccn2)cc1)c1ccc(N2CCCC2=O)cc1	9	17%	-27%	-5%	-4%	-4%	-7%	14%	-4%	-1%	-1%
Cc1ccc(NC(=O)COC(=O)C2(C)CC2(Cl)Cl)cc1S(=O)(=O)N1CCOCC1 (stereo not given)	-11	-14%	-4%	-1%	0%	-11%	0%	-5%	-2%	-1%	8%
COc1ccc(N2C(=O)/C(=C/c3cccs3)NC2=S)cc1	3	21%	-7%	15µM*	-4%	-5%[46.1 µM]	-12%	0%	-12%	-4%	-3%
CCC(C(=O)OCC(=O)Nc1cc(Cl)cc(Cl)c1)c1ccccc1 (stereo not given)	-19	12%	-39%	-2%	-7%	-2%[46.1 µM]	?	-23%	6%	-2%	-4%
COC(=O)C1=CN(c2ccc(OC)cc2)C=C(C(=O)OC)C1c1cc(OC)c(OC)cc1OC	13	12%	1%	-5%	193%[activator]	-1%	?	-1%	14%	-1%	6%
COc1ccccc1CNS(=O)(=O)c1c(C(=O)N2CCCCC2)c(C)n(C)c1C	1	0%	18%	4%	-2%	-5%	-4%	-4%	-10%	1%	3%
Cc1ccc(-c2cc(C(=O)Nc3c(C#N)cnn3C)no2)cc1	3	?	6%	-7%	3%	-2%	-5%	4%	6%	-3%	8%
O=C(O)c1ccc(N/N=C2/CCSc3ccc(F)cc32)cc1	-30	?	34%	9%	-3%	3%	?	1%	9%	-2%	-10%
CCOc1ccc(CCNc2nc3ccccc3n3c(C)nnc23)cc1OCC	26	?	12%	3%	-6%	-6%	-2%	0%	-10%	-14%	-6%
CN(C)c1cccc2c(S(=O)(=O)NCc3ccc(S(N)(=O)=O)cc3)cccc12	1	?	-9%	-6%	0%	3%	-12%	1%	19%	0%	-3%
CC(=O)Nc1nnc(SCC(=O)Nc2ccc(N3CCOCC3)c(Cl)c2)s1	3	12%	-4%	2%	2%	-3%	3%	-2%	-10%	0%	3%
CCCCn1c(CN2CCN(CCO)CC2)nc2ccccc21	5	14%	-20%	-19%	-2%	-18%	1%	-3%	-7%	-9%	5%
Cc1cc(C)n2nc(C(=O)Nc3ccccc3N3CCOCC3)nc2n1	1	?	.	4%	.	.	-5%	2%	8%	.	-5%
Cc1ccc(C(=O)N(c2ccccn2)C(C)c2ccco2)cc1C (stereo not given)	-4	6%	20%	1%	0%	2%	7%	5%	-3%	-3%	-1%
CCOc1ccc2oc(C(=O)OCC(=O)NC(=O)NC3CCCC3)c(C)c2c1	12	28%	11%	1%	-8%	-8%	-2%	4%	5%	-2%	1%
CCN(CC)CCOC(=O)CCc1cccc2ccccc12	-9	10%	8%	-4%	-3%	1%[46.1 µM]	-6%	0%	-5%	-2%	2%
COC(=O)CN(C(=O)CSc1nnc(-c2cccc(OC)c2)o1)c1ccc(OC)cc1	-7	?	15%	2%	-4%	-5%	-10%	-31%[inhibitor]	-3%	-3%	-7%
Cn1ncc2c(O/N=C(\N)c3ccc(C(C)(C)C)cc3)ncnc21	-35	?	-81%[inhibitor]	3%	-5%	-3%	?	2%	-12%	-3%	-19%
CCCn1c(=S)[nH]c2cc(Cl)ccc21	5	4%	29%	-6%	2%	-4%	-2%	-6%	-5%	-1%	10%
COc1cccc(-c2nc(CS(=O)(=O)CC(=O)NCCCOC(C)C)c(C)o2)c1	19	7%	-11%	-2%	4%	5%	-11%	0%	4%	-3%	-11%
O=C(NCc1ccc(Cl)cc1)c1cc2c(s1)CS(=O)(=O)C2	10	8%	21%	-25%	-1%	3%	-9%	-2%	1%	-6%	-11%
CC1CCN(CCC(=O)N/N=C/c2ccc([N+](=O)[O-])cc2)CC1	-3	2%	12%	-2%	-1%	6%	?	-7%	-3%	-4%	7%
COC(=O)c1[nH]c2c(c1C)C(=O)CC(c1ccccc1)C2 (stereo not given)	-14	5%	-13%	-1%	4%	0%	?	3%	-3%	-3%	7%
CCc1cc(=O)oc2cc(OC(C)C(=O)NCc3ccccn3)ccc12 (stereo not given)	-5	?	-1%	-1%	1%	0%	0%	-8%	0%	-3%	-5%

A second format for five compounds above.
SMILES | TSHR antag | ELG1 repair inh | Integrin act MD | Tb PFK inh | ASM inhibitor | TCR act | Chronic BCR inh | Mito fusion act | A-T KAP1 phos | PTAP TSG101 blk | Eya2 inh
COC(=O)CN(C(=O)CSc1nnc(-c2cccc(OC)c2)o1)c1ccc(OC)cc1 | -7 | ? | 15% | 2% | -4% | -5% | -10% | -31%[inhibitor] | -3% | -3% | -7%
Cc1cc(C)n2nc(C(=O)Nc3ccccc3N3CCOCC3)nc2n1 | 1 | ? | . | 4% | . | . | -5% | 2% | 8% | . | -5%
CC(=O)Nc1nnc(SCC(=O)Nc2ccc(N3CCOCC3)c(Cl)c2)s1 | 3 | 12% | -4% | 2% | 2% | -3% | 3% | -2% | -10% | 0% | 3%
CCOc1ccc2oc(C(=O)OCC(=O)NC(=O)NC3CCCC3)c(C)c2c1 | 12 | 28% | 11% | 1% | -8% | -8% | -2% | 4% | 5% | -2% | 1%
CCCCn1c(CN2CCN(CCO)CC2)nc2ccccc21 | 5 | 14% | -20% | -19% | -2% | -18% | 1% | -3% | -7% | -9% | 5%

More entries.
SMILES	TSHR antag	ELG1 repair inh	Integrin act MD	Tb PFK inh	ASM inhibitor	TCR act	Chronic BCR inh	Mito fusion act	A-T KAP1 phos	PTAP TSG101 blk	Eya2 inh
O=C(NC1CCN(Cc2ccccc2)CC1)C1CCN(S(=O)(=O)c2cccc3cccnc23)CC1	19	?	0%	-15%	-4%	-2%	-10%	13%	9%	-8%	22%
O=c1c2c(nc3nc(SCc4ccccc4)[nH]n13)CCC2	0	9%	23%[7.66 µM]	-2%	-1%	-2%	?	1%	-11%	-5%	17%
O=C(CNCc1ccc(F)cc1)Nc1ccc(S(=O)(=O)N2CCOCC2)cc1	-4	10%	?	3%	0%	3%	0%	-1%	14%	-6%	2%
CCOc1ccc(CCNC(=O)C2CCCN(c3nn4c(=O)cc(C)nc4s3)C2)cc1 (stereo not given)	-5	-12%	3%	-2%	1%	-3%	-4%	0%	4%	-6%	-1%
Cc1ccccc1CNS(=O)(=O)c1c(C)[nH]c(C)c1C(=O)N1CCCCC1	17	1%	-16%	1%	4%	-2%	2%	12%	-4%	-6%	2%
